High-throughput results from PubChem BioAssay.
HT1080 IDH1KD tx = qHTS for induction of synthetic lethality in tumor cells producing 2HG: qHTS for the HT-1080-IDH1KD cell line | AID 686971, 2013 | Potency, µM (doses to about 46.1 µM), inactives show at the top dose activity, negative = toxicity, hits mostly cytotoxic | HT-1080 IDH1 knockdown viability, ATP luminescence, 48 h | 360,000 compounds, 2% hits;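 also: potency is read from the fitted curve at half-maximal effect; 0% = DMSO wells and -100% = cell-free medium wells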
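In this qHTS, HT-1080 cells depleted of IDH1 are exposed for 48 h at 37 °C to compound titrations. Toxicity is scored from CellTiter-Glo luminescence, with DMSO as full viability and medium alone as none.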
KB-V1 cytotox = qHTS assay for MDR1-selective chemotherapeutics: Primary screen using the drug-selected MDR subline cells KB-V1 | KB-V1 MDR cells viability, CellTiter-Glo, 72 h | Potency, µM (series often up to 46.1 µM), inactives show at the highest dose activity change, negative = cytotoxicity, usual class: cytotoxic | 400,000 compounds, 3.4% hits; also: potency is read from the fitted curve at half-maximal effect; % is scaled to controls: 0 for no effect and ±100 for the full control effect; nearly all actives have a fitted effect of over 60% in size
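KB-V1, DMEM (no phenol red) + 10% FBS; cpd pin-transferred, titration series; 72 h, 37 degrees C; CellTiter-Glo, luminescence. Data normalized, curve-fit.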
HT1080-NT tox = qHTS for induction of synthetic lethality in tumor cells producing 2HG: qHTS for the HT-1080-NT fibrosarcoma cell line; HT-1080-NT fibrosarcoma viability, CellTiter-Glo ATP luminescence, 48 h; AID 686970, 2013; 360,000 compounds, 1.6% hits; Potency, µM (series often up to 46.1 µM), inactives show at the top dose activity, negative = less viability, actives largely listed as cytotoxic;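 also: NT is the 2HG producing partner of a matched IDH1 knockdown line; potency is read from the fitted curve at half-maximal effect; 0% = DMSO-treated cells and -100% = media-only wells without cells; nearly all actives have a fitted effect of over 55% in size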
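A 48-hour cytotoxicity screen used HT-1080-NT cells plated 2 hours before compound delivery. ATP-based CellTiter-Glo luminescence measured viability, normalized to DMSO and no-cell controls.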
GLP-1R agonist = qHTS of GLP-1 Receptor Agonists; HEK293 GLP-1R CRE-luciferase, luminescence, 4-6 h; cells express a hypersensitive GLP-1R form; Glucagon-like peptide 1 receptor (Homo sapiens), P43220; 380,000 compounds, 0.007% hits; AID 624172, 2012; Potency, µM (titrated, usually from 45.6 µM), for the others: at the highest dose activation, most hits filed as activators; also: potency is read from the fitted curve at half-maximal effect; % of control where 0% means no effect
Target sequence (P43220 whole entry, looked up): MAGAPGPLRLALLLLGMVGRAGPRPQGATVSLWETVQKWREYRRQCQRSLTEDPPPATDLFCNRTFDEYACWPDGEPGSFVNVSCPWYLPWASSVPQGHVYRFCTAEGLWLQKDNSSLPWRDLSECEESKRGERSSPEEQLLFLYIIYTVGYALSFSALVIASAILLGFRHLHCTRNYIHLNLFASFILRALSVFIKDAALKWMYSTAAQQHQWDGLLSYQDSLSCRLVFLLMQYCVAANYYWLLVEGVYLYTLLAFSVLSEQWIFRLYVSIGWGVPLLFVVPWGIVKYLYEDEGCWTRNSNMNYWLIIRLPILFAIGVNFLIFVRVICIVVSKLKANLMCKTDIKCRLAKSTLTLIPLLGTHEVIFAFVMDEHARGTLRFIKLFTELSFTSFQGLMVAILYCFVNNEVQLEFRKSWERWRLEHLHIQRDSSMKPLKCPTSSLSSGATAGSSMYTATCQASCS
KB-3-1 tox = qHTS assay for MDR1-selective chemotherapeutics: Primary screen using the parental adenocarcinoma cell KB-3-1; 400,000 compounds, 1.4% hits; AID 1347075, 2019; KB-3-1 viability, CellTiter-Glo ATP luminescence, 72 h; Potency, µM (titrated, usually from 46.1 µM), for inactives: at the top dose activity change, negative = cytotoxic, hits mostly cytotoxic; also: potency is read from the fitted curve at half-maximal effect; % is scaled to controls: 0 for no effect and ±100 for the full control effect; nearly all actives have a fitted effect of over 60% in size
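Parental KB-3-1 adenocarcinoma cells in phenol-red-free DMEM with 10% FBS were pin-treated with compounds at several concentrations, incubated 72 h at 37 °C, and viability read by CellTiter-Glo luminescence; concentration-effect curves were fitted after normalization.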
SW480 rereplic = A quantitative high throughput screen for small molecules that induce DNA re-replication in SW480 colon adenocarcinoma cells | Potency, µM (doses to about 46.1 µM), for inactives: at the highest dose re-replication activation, hits mostly activators | 340,000 compounds, 1.8% hits | AID 624297, 2012 | SW480 DNA re-replication, Hoechst DNA content imaging, 48 h; also: potency is read from the fitted curve at half-maximal effect; % of control where 0% means no effect; nearly all actives have a fitted effect of over 55% in size
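Image-based read-out: total Hoechst fluorescence of nuclei (405 nm excitation, 500-530 nm emission), with hits raising the fraction of high-intensity nuclei. SW480 colon cells incubated 48 hr with compounds at 37 C.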
D3 antag = qHTS of D3 Dopamine Receptor Antagonist: qHTS | D(3) dopamine receptor (Homo sapiens), P35462 | max response, negative = inhibition, % | D3R cells, DiscoveRx beta-arrestin luminescence, antagonist mode; hits give low values | 360,000 compounds, 2.5% hits | AID 652054, 2013; in the data active = max response below about -50%; inconclusive = no clear call, values can overlap the other calls; also: % is scaled to controls: 0 for no effect and ±100 for the full control effect; mostly tested at two doses, the higher about 12 µM
Target sequence (P35462 whole entry, looked up): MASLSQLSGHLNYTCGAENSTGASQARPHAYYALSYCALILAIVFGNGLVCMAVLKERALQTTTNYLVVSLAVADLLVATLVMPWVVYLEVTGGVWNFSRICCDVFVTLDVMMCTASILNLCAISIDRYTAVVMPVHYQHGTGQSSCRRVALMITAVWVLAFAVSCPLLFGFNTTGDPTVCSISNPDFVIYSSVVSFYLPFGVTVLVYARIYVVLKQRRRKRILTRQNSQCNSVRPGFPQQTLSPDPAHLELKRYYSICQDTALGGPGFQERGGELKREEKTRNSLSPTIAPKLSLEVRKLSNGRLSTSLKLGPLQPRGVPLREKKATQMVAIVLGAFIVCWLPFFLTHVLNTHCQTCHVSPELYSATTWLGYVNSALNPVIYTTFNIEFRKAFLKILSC
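Cells plated overnight at 1500 cells/well, then exposed to library compounds with dopamine controls for 90 minutes at 37 degrees C. DiscoveRx reagent added for 30–60 minutes at room temperature; luminescence read, quantitative HTS format.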
IL-1B inflam inh = qHTS for Inhibitors of Inflammasome Signaling: IL-1-beta AlphaLISA Primary Screen | activity change, % at 57.5 µM | THP-1 LPS/ATP IL-1B secretion, AlphaLISA, 16 h; hits give low values | 360,000 compounds, 4.7% hits; in the data active = activity change below about -50%; inconclusive = mostly about -30% to -49%; also: % is scaled to controls: 0 for no effect and ±100 for the full control effect
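THP-1 cells pretreated 1 hr with compounds (up to 57.5 uM final), then stimulated with LPS (250 ng/mL final) plus ATP (1.25 mM final); secreted IL-1B measured by AlphaLISA after 16 hr, decreased signal indicating inhibition.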
D3 ag = qHTS of D3 Dopamine Receptor Agonist: qHTS | 410,000 compounds, 0.58% hits | D3R DiscoveRx beta-arrestin cells, luminescence, 90 min | D(3) dopamine receptor (Homo sapiens), P35462 | max activation, %; in the data active = max activation above about 30%; also: 0% is about no effect; mostly tested at two doses, the higher about 12 µM
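Cells at 1500/well, incubated overnight, then treated with pinned compounds (dopamine as control) for 90 min at 37 degrees C. DiscoveRx reagent added for 30 - 60 minutes at room temperature; luminescence read.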
* marks the source's active call; other numbers are inactive results; [ ] = another dose, or the depositor's remark. Unless noted, calls follow the shape of the dose curve; as a rule, active = well fitted curve in the direction sought with a large enough effect; inconclusive = small, poorly fitted or top-dose-only effect, or another doubt; inactive = no such curve, though single readings can be large; an effect the other way counts as inactive or inconclusive.

COc1cc(OC)cc(-n2nnnc2SCC(=O)N2CCCC2)c1 was read as HT1080 IDH1KD tx 8%, KB-V1 cytotox -3%, HT1080-NT tox 10%, GLP-1R agonist 1%, KB-3-1 tox -7%, SW480 rereplic -2%, D3 antag 7, IL-1B inflam inh 6 and D3 ag 6.
Screening CC(/C=C/c1ccc2c(c1)OCO2)=N\NC(=O)c1cccc([N+](=O)[O-])c1 returned HT1080 IDH1KD tx -4%, KB-V1 cytotox -18%, HT1080-NT tox 6%, GLP-1R agonist 9%, KB-3-1 tox -1%, SW480 rereplic -4%, D3 antag -21, IL-1B inflam inh -8 and D3 ag -1.
Screening COC(=O)C1=COC(C)C2CN3CCc4c([nH]c5cc(OC)c(OC)cc45)C3CC12 (stereo not drawn) returned HT1080 IDH1KD tx 5%, KB-V1 cytotox 5%, HT1080-NT tox 3%, GLP-1R agonist -4%, KB-3-1 tox 0%, SW480 rereplic -1%, D3 antag -9, IL-1B inflam inh -22 and D3 ag -10.
Screening COc1ccc(COCC(O)CN2CCc3ccccc3C2)cc1OC (stereo not drawn) returned HT1080 IDH1KD tx -5%, KB-V1 cytotox inconclusive, HT1080-NT tox -2%, GLP-1R agonist 3%, KB-3-1 tox -6%, SW480 rereplic -5%, D3 antag -61*, IL-1B inflam inh 20 and D3 ag -36.
For CSc1ccccc1OCc1cc(C(=O)N[C@H]2CCCCNC2=O)no1 the results were HT1080 IDH1KD tx 2%, KB-V1 cytotox inconclusive, HT1080-NT tox 4%, GLP-1R agonist -3%, KB-3-1 tox -1%, SW480 rereplic -1%, D3 antag 0, IL-1B inflam inh -12 and D3 ag 0.
COc1ccc(NC(=O)CCC(=O)OCc2ccc(C(=O)Oc3ccc(Cl)cc3)cc2)cc1 was read as HT1080 IDH1KD tx -1%, KB-V1 cytotox 24%, HT1080-NT tox 6%, GLP-1R agonist -17%, KB-3-1 tox 2%, SW480 rereplic 2%, D3 antag inconclusive, IL-1B inflam inh 8 and D3 ag 5.
For O=C(CN1CCN(C2CCS(=O)(=O)C2)CC1)N1N=C(c2ccc(Cl)cc2)CC1c1ccco1 (stereo not drawn) the results were HT1080 IDH1KD tx 5%, KB-V1 cytotox 14%, HT1080-NT tox -1%, GLP-1R agonist -6%, KB-3-1 tox 0%, SW480 rereplic 0%, D3 antag -23, IL-1B inflam inh -27 and D3 ag -7.
CCCCn1c2ccc(C)cc2c2nnc(SCCN3CCCCC3)nc21 was read as HT1080 IDH1KD tx -13%, KB-V1 cytotox -4%, HT1080-NT tox -11%, GLP-1R agonist 11%, KB-3-1 tox 18µM*, SW480 rereplic inconclusive, D3 antag 7, IL-1B inflam inh -78* and D3 ag -12.
Screening CC(C)(C)C(=O)Nc1ccc(Sc2ccc([N+](=O)[O-])cc2)cc1 returned HT1080 IDH1KD tx -14%, KB-V1 cytotox 21µM*, HT1080-NT tox -14%, GLP-1R agonist -38%[inhibitor], KB-3-1 tox -16%, SW480 rereplic 23%, D3 antag 5, IL-1B inflam inh -9 and D3 ag -10.
For CS(=O)(=O)NCc1csc(-c2ccccc2)n1 the results were HT1080 IDH1KD tx -1%, KB-V1 cytotox 3%, HT1080-NT tox 13%, GLP-1R agonist 11%, KB-3-1 tox 1%, SW480 rereplic inconclusive, D3 antag -5, IL-1B inflam inh -1 and D3 ag -3.
CCOC(=O)c1c(C)nn(Cc2ccccc2)c1N was read as HT1080 IDH1KD tx 0%, KB-V1 cytotox -7%, HT1080-NT tox -7%, GLP-1R agonist 2%, KB-3-1 tox -19%, SW480 rereplic -12%[9.22 µM], D3 antag 24, IL-1B inflam inh 16 and D3 ag 1.
`CC(C)N1CCC1(C)C(=O)Nc1nccc2cccnc12` (stereo not drawn) gave HT1080 IDH1KD tx 2%, KB-V1 cytotox 4%, HT1080-NT tox 7%, GLP-1R agonist 14%, KB-3-1 tox 0%, D3 antag 38, IL-1B inflam inh 0 and D3 ag -2.
For O=C(CC1Sc2ccccc2NC1=O)NNc1cc(Cl)ccc1Cl (stereo not drawn) the results were HT1080 IDH1KD tx inconclusive, KB-V1 cytotox 13%, HT1080-NT tox inconclusive, GLP-1R agonist 12%, KB-3-1 tox 2%, SW480 rereplic 18%, D3 antag 47, IL-1B inflam inh -18 and D3 ag 36*.
`COc1ccc(NC(C)C(=O)N/N=C/c2ccc([N+](=O)[O-])s2)cc1` (stereo not drawn) gave HT1080 IDH1KD tx -4%, KB-V1 cytotox inconclusive, HT1080-NT tox -21%, GLP-1R agonist 1%, KB-3-1 tox 1%, SW480 rereplic inconclusive, D3 antag -14, IL-1B inflam inh -9 and D3 ag 1.
`C/C(=N\Nc1cccc2cccnc12)c1ccccn1` gave HT1080 IDH1KD tx -26%, KB-V1 cytotox inconclusive, HT1080-NT tox inconclusive, GLP-1R agonist 1%, KB-3-1 tox 4%, SW480 rereplic inconclusive, D3 antag -2, IL-1B inflam inh 31 and D3 ag -1.
`Cc1ccc(C(=O)N2CCN(c3ncccn3)CC2)cc1` gave HT1080 IDH1KD tx 10%, KB-V1 cytotox -1%, HT1080-NT tox 17%, GLP-1R agonist 2%, KB-3-1 tox 19%, SW480 rereplic -6%, D3 antag 13, IL-1B inflam inh -8 and D3 ag -6.
For CC(=O)c1ccc(S(=O)(=O)Nc2c(C)nn(C)c2C)cc1 the results were HT1080 IDH1KD tx 5%, KB-V1 cytotox 9%, HT1080-NT tox 11%, GLP-1R agonist 6%, KB-3-1 tox 0%, SW480 rereplic -390%[inhibitor], D3 antag -1, IL-1B inflam inh 31 and D3 ag 8.
O=C(Nc1nc(-c2cccs2)c(-c2cccs2)s1)C1CCCC1 was read as HT1080 IDH1KD tx -18%, KB-V1 cytotox 21µM*, HT1080-NT tox -1%, GLP-1R agonist -3%, KB-3-1 tox inconclusive, SW480 rereplic -9%, D3 antag -22, IL-1B inflam inh 0 and D3 ag -9.
For CCOc1ccc(CNS(=O)(=O)c2cccs2)cc1OCC the results were HT1080 IDH1KD tx 4%, KB-V1 cytotox -15%, HT1080-NT tox 3%, GLP-1R agonist 0%, KB-3-1 tox 0%, SW480 rereplic -1%, D3 antag -2, IL-1B inflam inh 15 and D3 ag -7.
Screening O=c1cc(-c2ccccc2)oc2cccc(O)c12 returned HT1080 IDH1KD tx 10%, KB-V1 cytotox 20%, HT1080-NT tox 15%, GLP-1R agonist 7%, KB-3-1 tox 0%, SW480 rereplic -9%, D3 antag 43, IL-1B inflam inh 8 and D3 ag 6.
Screening CCCCC(=O)Nc1ccc(C(=O)NCCN2CCOCC2)cc1 returned HT1080 IDH1KD tx 5%, KB-V1 cytotox 10%, HT1080-NT tox 9%, GLP-1R agonist -3%, KB-3-1 tox 1%, SW480 rereplic -2%, D3 antag 0, IL-1B inflam inh -4 and D3 ag 0.
`CCOC(=O)C1CCCN(C(=O)/C=C/c2ccccc2[N+](=O)[O-])C1` (stereo not drawn) gave HT1080 IDH1KD tx -5%, KB-V1 cytotox -1%, HT1080-NT tox -3%, GLP-1R agonist 1%, KB-3-1 tox 12%, SW480 rereplic 1%, D3 antag -8, IL-1B inflam inh 3 and D3 ag -2.
`CN(C)CCCN1C(=O)c2cc3ccccc3cc2C1=O` gave HT1080 IDH1KD tx -1%, KB-V1 cytotox 0%, HT1080-NT tox -5%, GLP-1R agonist 4%, KB-3-1 tox -4%, SW480 rereplic -3%, D3 antag 0, IL-1B inflam inh -6 and D3 ag 2.
`Nc1nnc(SCc2ccccc2)n1-c1ccccc1` gave HT1080 IDH1KD tx -2%, KB-V1 cytotox 22%, HT1080-NT tox 3%, GLP-1R agonist 8%, KB-3-1 tox 9%, SW480 rereplic -25%, D3 antag 9, IL-1B inflam inh -12 and D3 ag 5.
Screening O=C(COC(=O)c1n[nH]c2ccccc12)NCc1ccccc1 returned HT1080 IDH1KD tx -6%, KB-V1 cytotox -8%, HT1080-NT tox 0%, GLP-1R agonist 13%, KB-3-1 tox 17%, SW480 rereplic -3%, D3 antag 10, IL-1B inflam inh 0 and D3 ag 5.
Screening c1ccc(CSCc2nc3ccccc3[nH]2)cc1 returned HT1080 IDH1KD tx -3%, KB-V1 cytotox inconclusive, HT1080-NT tox 0%, GLP-1R agonist 3%, KB-3-1 tox -2%, SW480 rereplic 4%, D3 antag 4, IL-1B inflam inh inactive and D3 ag -6.
`CCS(=O)(=O)c1ccc2oc(Nc3ccccc3C)nc2c1` gave HT1080 IDH1KD tx inconclusive, KB-V1 cytotox inconclusive, HT1080-NT tox -26%, GLP-1R agonist 0%, KB-3-1 tox -22%, SW480 rereplic -4%[9.22 µM], D3 antag 1, IL-1B inflam inh -30 and D3 ag 0.
Cc1cccc(-n2c(-c3ccco3)n[nH]c2=S)c1 was read as HT1080 IDH1KD tx 25%, KB-V1 cytotox 23%, HT1080-NT tox 16%, GLP-1R agonist -7%, KB-3-1 tox -2%, SW480 rereplic -34%[inhibitor], D3 antag -13, IL-1B inflam inh 13 and D3 ag 0.
Screening Cc1cc(F)ccc1S(=O)(=O)Nc1ccc(C(=O)N(C)Cc2ccco2)cc1 returned HT1080 IDH1KD tx -2%, KB-V1 cytotox -4%, HT1080-NT tox -2%, GLP-1R agonist 3%, KB-3-1 tox -3%, SW480 rereplic 2%, D3 antag -8, IL-1B inflam inh -8 and D3 ag -3.
